# GLD-1 RNA inh: GLD-1/TGE RNA complex disruptors, primary screen, biochemical, fluorescence polarization | purified GLD-1 + fluorescein TGE RNA | Female germline-specific tumor suppressor gld-1 (Caenorhabditis elegans), Q17339 | inhibition, % at 5.96 µM | hit rate 0.44% among 320,000 | AID 2280, 2010;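 active = percent inhibition above a per-plate cutoff, the plate mean of test compounds plus 3 SD, cut at about 30% in these data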;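 also: 0% = DMSO wells with GLD-1 and probe and 100% = wells lacking GLD-1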
# Target sequence (Q17339 whole entry, looked up): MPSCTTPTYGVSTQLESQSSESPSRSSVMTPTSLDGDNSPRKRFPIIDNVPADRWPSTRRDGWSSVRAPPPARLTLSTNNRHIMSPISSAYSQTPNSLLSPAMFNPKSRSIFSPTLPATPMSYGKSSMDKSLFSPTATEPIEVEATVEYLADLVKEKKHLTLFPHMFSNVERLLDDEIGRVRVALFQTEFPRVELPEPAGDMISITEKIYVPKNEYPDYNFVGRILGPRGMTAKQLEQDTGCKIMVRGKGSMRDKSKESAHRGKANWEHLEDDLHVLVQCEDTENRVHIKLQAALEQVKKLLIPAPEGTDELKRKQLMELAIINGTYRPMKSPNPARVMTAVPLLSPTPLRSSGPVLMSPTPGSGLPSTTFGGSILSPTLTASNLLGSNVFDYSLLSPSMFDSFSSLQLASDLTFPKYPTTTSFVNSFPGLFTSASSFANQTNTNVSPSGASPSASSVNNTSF
# PAFAH1B2 inh: PAFAH1B2 enzyme inhibitors, primary screen, biochemical, fluorescence polarization, human; Platelet-activating factor acetylhydrolase IB subunit alpha2 (Homo sapiens), P68402; recombinant PAFAH1B2, FP-rhodamine activity probe; inhibition, % at 3.39 µM; hit rate 1.2% among 340,000; AID 492953, 2010;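 active = inhibition above the mean of all tested compounds plus 3 SD, cut at about 24% in these data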;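 also: 0% = enzyme with DMSO and 100% = wells lacking PAFAH1B2; many of its hits are not listed in these tables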
# MCL1-BIM inh: inhibitors of MCL1 binding to BIM-BH3, primary screen, biochemical, fluorescence polarization; Induced myeloid leukemia cell differentiation protein Mcl-1 (Homo sapiens), Q07820; GST-MCL1 / FITC-Bim-BH3 fluorescence polarization; inhibition, % at 10.9 µM; hit rate 0.68% among 320,000; AID 2057, 2009;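 active = inhibition above the mean inhibition of all tested compounds plus 3 SD, set per campaign, cut at about 40% in these data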;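 also: 0% = DMSO wells and 100% = unlabeled Bim-BH3 peptide control; higher means more loss of mP so more displacement of Bim peptide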
# Target sequence (Q07820 whole entry, looked up): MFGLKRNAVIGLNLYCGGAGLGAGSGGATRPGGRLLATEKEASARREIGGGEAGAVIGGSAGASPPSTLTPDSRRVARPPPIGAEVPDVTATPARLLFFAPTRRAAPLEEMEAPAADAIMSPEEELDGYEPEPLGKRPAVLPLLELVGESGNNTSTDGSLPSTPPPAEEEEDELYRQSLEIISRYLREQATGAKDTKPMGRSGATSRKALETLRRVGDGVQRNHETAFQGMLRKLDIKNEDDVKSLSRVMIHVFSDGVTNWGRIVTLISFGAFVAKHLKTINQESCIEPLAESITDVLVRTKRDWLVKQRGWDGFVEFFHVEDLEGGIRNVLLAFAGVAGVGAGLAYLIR
# MEX-5 binding: MEX-5 zinc finger RNA-binding disruptors – biochemical, C. elegans, fluorescence polarization, MLPCN library, primary screen; hit rate 0.38% among 300,000; MEX-5/FITC-TCR2 RNA binding; hits give low values; activity score (negative = inhibition of binding), % at 10 µM; Zinc finger protein mex-5 (Caenorhabditis elegans), Q9XUB2;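 active = inhibition past about -25% in most replicates, and total fluorescence under double the plate's negative control median, limit read from the data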;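 also: 0% = DMSO and -100% = 5 µM competing unlabeled TCR2 RNA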
# PME-1 primary: PME-1 inhibitors via competitive probe labeling, primary screen, biochemical, fluorescence polarization, FP-Rh probe, HTS; Protein phosphatase methylesterase 1 (Homo sapiens), Q9Y570; recombinant PME-1; inhibition, % at 5.9 µM; hit rate 0.53% among 320,000;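 active = inhibition above the campaign mean of all compounds plus 3 SD, cut at about 26% in these data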;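 also: competitive labeling of PME-1 active site by serine hydrolase directed probe; 0% = PME-1 with DMSO and 100% = wells lacking PME-1 enzyme; inhibitors block probe labeling so polarization falls and inhibition rises; many of its hits are not listed in these tables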
# pPAFAH FP inh: pPAFAH enzyme inhibitors, primary screen, biochemical, fluorescence polarization, human; Platelet-activating factor acetylhydrolase (Homo sapiens), Q13093; recombinant pPAFAH, FP-rhodamine probe fluorescence polarization; inhibition, % at 3.39 µM; hit rate 1.5% among 330,000;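 active = inhibition above the mean inhibition across the screen plus 3 SD, cut at about 25% in these data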;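 also: inhibitors block binding of the rhodamine activity-based probe so polarization drops; 0% = enzyme with DMSO and 100% = wells lacking pPAFAH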
# Fam108B inh: mouse Fam108B serine hydrolase inhibitors, primary screen, counter-screen for RBBP9 inhibitor project, biochemical, fluorescence polarization; inhibition, % at 9.51 µM; hit rate 0.33% among 300,000; AID 1947, 2009; recombinant Fam108B, FP-Rh probe fluorescence polarization;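 active = inhibition above the screen mean inhibition plus 3 SD, computed separately per campaign, cut at about 18% in these data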;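 also: inhibitors lower polarization as less probe binds the enzyme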
# BCLXL inh: inhibitors of human Bcl-xL, primary screen, biochemical, fluorescence polarization, HTS; Bcl-2-like protein 1 (Homo sapiens), Q07817; GST-Bcl-xL / FITC-Bim BH3 peptide fluorescence polarization; inhibition, % at 10.9 µM; hit rate 0.7% among 320,000; AID 2129, 2009;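 active = inhibition above the mean of all tested compounds plus 3 SD, cutoff set per campaign, cut at about 30% in these data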;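 also: 0% = DMSO wells and 100% = unlabeled Bim-BH3 peptide competitor; inhibitors lower millipolarization by displacing the labeled peptide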
# Target sequence (Q07817 whole entry, looked up): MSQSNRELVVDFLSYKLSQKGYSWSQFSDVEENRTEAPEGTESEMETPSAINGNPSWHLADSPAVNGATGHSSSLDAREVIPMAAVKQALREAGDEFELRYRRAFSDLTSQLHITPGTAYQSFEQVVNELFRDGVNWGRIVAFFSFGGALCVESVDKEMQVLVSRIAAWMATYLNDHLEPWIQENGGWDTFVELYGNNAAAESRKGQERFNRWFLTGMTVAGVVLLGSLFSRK
# AHR activator: AHR activators, primary screen, cell-based, luminescence, luciferase reporter, human. activation, % at 5 µM. hit rate 2.5% among 320,000. AHR-responsive luciferase reporter cells. Aryl hydrocarbon receptor (Homo sapiens), P35869; in the data active = activation above about 47%;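 also: 0% = vehicle wells and 100% = reference agonist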
# Active calls of the source: *; . = no result given. Not all compounds are listed; the hit share may differ from the screen's.
1: CCOC(=O)C1CCN(C(=O)c2cc(CN3C(=O)c4ccccc4C3=O)ccc2OCC)CC1
2: O=C(CN1C(=O)NC2(CCOc3ccccc32)C1=O)Nc1cccc(Cl)c1 (stereo not given)
3: CCc1ccc(-c2nnn(CCC#N)n2)cc1
4: O=C(Nc1cccc2c1CCCC2)c1ccccc1F
5: O=C(NCC(=O)N(c1ccc2c(c1)OCO2)C(C(=O)NC1CCCC1)c1cccs1)c1ccco1 (stereo not given)
6: O=C(Cc1ccccc1)N1CCc2[nH]nc(-c3ccccc3)c2C1
7: Cc1ccccc1OCCCCn1cnc2ccccc21
8: Cc1ccc(S(=O)(=O)Nc2ccc(Nc3ccccc3)cc2)cc1
entry no.,1,2,3,4,5,6,7,8
GLD-1 RNA inh,6,-4,-7,-6,-10,-4,2,11
PAFAH1B2 inh,0,1,1,2,3,8,11,12
MCL1-BIM inh,-5,-1,-3,0,-1,9,0,3
MEX-5 binding,2.0,2.0,1.9,-2.5,4.3,1.9,-0.6,2.3
PME-1 primary,11,-1,-4,-1,0,1,3,8
pPAFAH FP inh,5,-13,5,-4,2,5,1,29*
Fam108B inh,-7,-8,-4,2,-5,-2,-3,7
BCLXL inh,0,3,6,0,5,9,5,2
AHR activator,0,13,-3,12,6,2,-5,3

# Some of these compounds in order of their number in AHR activator, rising.
no.	Compound	AHR activator
7	Cc1ccccc1OCCCCn1cnc2ccccc21	-5
3	CCc1ccc(-c2nnn(CCC#N)n2)cc1	-3
1	CCOC(=O)C1CCN(C(=O)c2cc(CN3C(=O)c4ccccc4C3=O)ccc2OCC)CC1	0
5	O=C(NCC(=O)N(c1ccc2c(c1)OCO2)C(C(=O)NC1CCCC1)c1cccs1)c1ccco1 (stereo not given)	6
4	O=C(Nc1cccc2c1CCCC2)c1ccccc1F	12

# (further entries)
9: Nc1cc(=O)[nH]c(SCC(=O)Nc2ccc([N+](=O)[O-])cc2)n1
10: CCc1nc2nc(C)cc(Nc3cccc(C(F)(F)F)c3)n2n1
11: COc1cccc(CN2CCN(C(=O)c3cccs3)CC2)c1OC
12: CC(C)CNS(=O)(=O)c1ccc(C(=O)Nc2ccc3c(c2)OCO3)cc1
13: CCOC(=O)C1=C(C)OC(N)=C(C(=O)OCC)C1c1ccncc1 (stereo not given)
14: CCOc1ccc(CCNC(=O)C2CCCN(S(=O)(=O)N3CCOCC3)C2)cc1OCC (stereo not given)
15: CC(C)(C)CN1C(=O)C(=O)NC[C@H]1Cc1ccc(O)cc1
16: O=C(CCc1ccccc1)OCC(=O)c1ccc([N+](=O)[O-])cc1
entry no.,9,10,11,12,13,14,15,16
GLD-1 RNA inh,3,8,-5,-1,-6,3,-11,10
PAFAH1B2 inh,1,2,3,3,3,2,7,-1
MCL1-BIM inh,6,0,4,-5,1,1,1,-3
MEX-5 binding,0.4,-0.4,-4.2,0.1,-2.4,-1.2,1.2,-0.9
PME-1 primary,-5,-5,-1,0,-2,-3,6,0
pPAFAH FP inh,-3,5,-3,9,3,4,3,12
Fam108B inh,1,3,-1,3,2,-2,-1,4
BCLXL inh,2,6,5,2,2,0,5,1
AHR activator,1,7,4,9,7,1,-2,0

17: COc1ccc(C(CNC(=O)C(Cc2ccccc2)NC(N)=O)N(C)C)cc1 (stereo not given)
18: Cc1ccc([C@@H]2[C@@H]3C(=O)N(c4ccccc4)C(=O)[C@@H]3[C@]3(C)C(=O)N(Cc4ccccc4)CC(=O)N23)o1
19: COc1ccc(C(=O)N2CCOC2CNC(=O)C(=O)NCc2ccco2)cc1 (stereo not given)
20: COc1cc2ncnc(NCc3ccc(F)cc3)c2cc1OC
21: CCOc1ccccc1OC(=O)CN1C(=O)c2ccccc2C1=O
22: CC(=O)Nc1ccc(C(=O)COC(=O)c2cc(C)oc2C)c(F)c1
23: O=C(NCCc1ccccc1)C1c2ccccc2C(=O)N1C1CC1 (stereo not given)
24: CCN1C(=O)CC(N2CCC(c3nc4ccccc4[nH]3)CC2)C1=O (stereo not given)
entry no.,17,18,19,20,21,22,23,24
GLD-1 RNA inh,-9,5,10,1,5,3,6,4
PAFAH1B2 inh,-2,6,1,9,0,2,1,3
MCL1-BIM inh,8,-3,-4,6,-2,.,11,8
MEX-5 binding,1.6,-0.9,-1.6,0.8,0.3,.,1.9,0.4
PME-1 primary,-4,9,0,-3,-3,.,4,9
pPAFAH FP inh,3,0,8,0,5,14,3,3
Fam108B inh,-1,4,2,3,0,.,3,0
BCLXL inh,5,3,-1,3,5,.,6,6
AHR activator,8,0,-2,11,0,3,21,0

# Retrieved by compound from the list above (3):
10: CCc1nc2nc(C)cc(Nc3cccc(C(F)(F)F)c3)n2n1
14: CCOc1ccc(CCNC(=O)C2CCCN(S(=O)(=O)N3CCOCC3)C2)cc1OCC (stereo not given)
13: CCOC(=O)C1=C(C)OC(N)=C(C(=O)OCC)C1c1ccncc1 (stereo not given)
entry no.,10,14,13
GLD-1 RNA inh,8,3,-6
PAFAH1B2 inh,2,2,3
MCL1-BIM inh,0,1,1
MEX-5 binding,-0.4,-1.2,-2.4
PME-1 primary,-5,-3,-2
pPAFAH FP inh,5,4,3
Fam108B inh,3,-2,2
BCLXL inh,6,0,2
AHR activator,7,1,7

# Next part:
25: Cc1ncc(CO)c(/C=N/N=C/c2ccccc2O)c1O
26: COC(=O)/C=c1\sc2n(c1=O)C(C)=CC(C)(C)N=2
27: COC(=O)c1ccc(Cl)c(NC(=O)Cc2ccccc2[N+](=O)[O-])c1
28: CN(C)c1ccc(C=C(c2nnnn2-c2ccccc2)c2nnnn2-c2ccccc2)cc1
29: COC(=O)Nc1ccc(S(=O)(=O)N2CCC(C(=O)N3CCC(C)CC3)CC2)cc1
30: COc1cc(/C=N/NC(=O)c2csc3c2CCCC3)ccc1OCCN1CCOCC1
31: Cc1ccc(C#N)c(SCc2cccc(Br)c2)n1
32: COc1ccc(CCN2C(=S)N(c3ccccc3)C(=O)C2CC(=O)O)cc1OC (stereo not given)
entry no.,25,26,27,28,29,30,31,32
GLD-1 RNA inh,-3,-1,-4,-5,3,-3,2,4
PAFAH1B2 inh,3,2,1,0,3,1,8,6
MCL1-BIM inh,-3,7,-2,3,1,5,-6,-3
MEX-5 binding,-0.4,-0.3,-0.8,0.2,-0.2,0.6,2.1,0.7
PME-1 primary,4,4,-1,3,0,0,4,1
pPAFAH FP inh,-3,6,6,1,5,5,7,5
Fam108B inh,5,0,1,5,3,-2,0,-1
BCLXL inh,5,7,3,-2,8,-1,2,-4
AHR activator,7,-4,20,1,-1,-1,-1,0

33: CC12CCC(C(=O)NCc3ccco3)(OC1=O)C2(C)C (stereo not given)
34: O=C(C1=C[C@H](c2ccccc2)C[C@H](OCCCCO)O1)N1CCOCC1
35: COc1ccc(OC)c(CCNC(=O)Cn2nc(C)c3c(C)n(-c4ccccc4)nc3c2=O)c1
36: COc1ccccc1CN1CCC(CNS(=O)(=O)c2cc(-c3onc(C)c3C)ccc2OC)CC1
37: CCOC(=O)c1sc(NC(=O)C2=COCCO2)c(C#N)c1C
38: COc1cc(/C=C2/C(=N)N3C=CSC3=NC2=O)ccc1OCCCOc1c(C)cccc1C
39: CCOc1ccc(NC(=O)CN2C(=O)NC3(CCCCCC3)C2=O)cc1
40: COC(=O)C[C@H](NC(=O)Cn1cnc2c(OCc3ccccc3)ncnc21)C(=O)OC
entry no.,33,34,35,36,37,38,39,40
GLD-1 RNA inh,3,-6,0,-14,2,4,-1,3
PAFAH1B2 inh,1,-5,-4,-2,-3,0,-3,3
MCL1-BIM inh,0,3,5,5,-2,-1,.,.
MEX-5 binding,0.6,3.9,-1.5,-1.2,-1.9,-7.4,.,.
PME-1 primary,2,-5,-4,0,2,-13,.,.
pPAFAH FP inh,2,6,-7,-10,-1,1,4,1
Fam108B inh,3,-2,-5,-7,-3,-10,.,.
BCLXL inh,4,7,3,3,2,-3,.,.
AHR activator,0,0,5,1,2,11,2,0

# Some entries already given, reduced to BCLXL inh:
item	SMILES	BCLXL inh
35	COc1ccc(OC)c(CCNC(=O)Cn2nc(C)c3c(C)n(-c4ccccc4)nc3c2=O)c1	3
38	COc1cc(/C=C2/C(=N)N3C=CSC3=NC2=O)ccc1OCCCOc1c(C)cccc1C	-3

# Further entries follow:
41: COC(=O)c1sccc1NC(=O)CSCCc1ccncc1
42: COc1ccccc1NC(=O)COC(=O)c1c[nH]c(=O)[nH]c1=O
43: Cc1nc2cc(C)c(C)cc2s1
44: CCN(C[C@H]1N[C@@](Cc2ccccc2)(C(=O)OC)[C@H]2C(=O)N(C)C(=O)[C@@H]12)C(=O)COc1ccccc1
45: O=C(NNC(=O)c1cccc2ccccc12)c1ccc2c(c1)OCO2
46: CCCn1cnc2cc(NCc3cccc(OC)c3O)ccc21
47: Oc1c(Cl)cc(Cl)cc1C=Nc1ccc2c(c1)OCCO2
48: COC(=O)c1ccc(/C=C(\C#N)C(=O)NC(C)c2ccccc2)cc1 (stereo not given)
49: O=C(c1ccc(CS(=O)Cc2ccc(Cl)cc2)o1)N1CCN(c2ccc(F)cc2)CC1 (stereo not given)
50: NS(=O)(=O)c1ccc(N/C=C\C(=O)c2ccncc2)cc1
51: CCCCc1ccc(N2C(=NC(=O)C3CCCO3)SC3CS(=O)(=O)CC32)cc1 (stereo not given)
entry no.,41,42,43,44,45,46,47,48,49,50,51
GLD-1 RNA inh,-2,5,1,0,4,4,-6,5,-1,0,2
PAFAH1B2 inh,2,3,1,1,5,8,5,3,11,7,5
MCL1-BIM inh,1,-8,5,.,5,6,-8,1,-5,-3,10
MEX-5 binding,1.5,.,1.9,.,-1.1,0.0,1.5,3.0,-0.6,-0.7,3.3
PME-1 primary,1,-1,-2,.,-4,8,-2,-6,2,0,-3
pPAFAH FP inh,-1,-1,2,-5,6,5,7,2,30*,-4,8
Fam108B inh,3,2,-1,.,2,2,-4,-1,5,0,5
BCLXL inh,4,3,0,.,1,7,-7,6,2,5,1
AHR activator,5,5,1,-1,12,10,15,-1,5,2,3

# High-throughput results (PubChem BioAssay)
